High-throughput results: PubChem BioAssay, several laboratories
NCOA2 inhibitor: human SRC2 (NCOA2) inhibition. Q15596. HEK293 GAL4-SRC2 luciferase reporter, luminescence. inhibition, % at 9 µM. 370,000 compounds, 0.17% hits;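 active = inhibition above the mean inhibition of all tested compounds plus 3 SD, set per campaign, cut at about 52% in these data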;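 note: 0% = DMSO treated cells and 100% = cells given Gossypol at 36 µM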
SRC1 inh: inhibitors of human steroid receptor coactivator 1 (SRC1) | HEK293 GAL4-SRC1 luciferase reporter, luminescence | inhibition, % at 3.6 µM | 360,000 compounds, 0.12% hits | AID 588354;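 active = inhibition above the campaign mean plus 3 SD, with each screening campaign given its own cutoff, cut at about 60% in these data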;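 note: 0% = DMSO treated cells and 100% = gossypol at 36 µM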
NOD2-RIPK2 inh: inhibitors of human NOD2-RIPK2 interaction | O43353 | CHO BLA complementation NOD2-RIPK2, CCF4 ratio | inhibition, % at 4.98 µM | 360,000 compounds, 0.38% hits; in the data active = inhibition above about 21%;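 note: 0% = vehicle only and 100% = reference blocker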
TROY signal inh: TROY signaling inhibition; Q293 LMP1-TROYcd NF-kB luciferase reporter, 4 h; AID 1347056; inhibition, % at 10 µM; 360,000 compounds, 0.98% hits;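 active = compounds whose plate-normalised and pattern-corrected inhibition of the luciferase reporter signal at the single screening dose is 50% or more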
LRH-1 inv ag: NR5A2 inverse agonism in reporter assay; O00482; HEK293T StAR-luciferase reporter, LRH-1 transfected, 24 h; inhibition, % at 3.6 µM; 360,000 compounds, 0.13% hits;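 active = inhibition above the mean inhibition of all tested compounds plus 3 SD, cut at about 73% in these data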;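 note: 0% = DMSO wells and 100% = reporter-only cells lacking LRH-1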
NCOA3 inh: inhibitors of human steroid receptor coactivator 3 (SRC3); Q9Y6Q9; AID 588352; inhibition, % at 3.6 µM; 360,000 compounds, 0.17% hits; HEK293 GAL4-SRC3 luciferase reporter, luminescence;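 active = inhibition above a per-campaign cutoff, the mean of all compounds plus 3 SD, cut at about 60% in these data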;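 note: 0% = DMSO-treated cells and 100% = gossypol-treated cells at 36 µM; higher means less SRC3-driven luciferase light from the GAL4 reporter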
TWEAK-Fn14 inh: blocks TWEAK-Fn14 interaction in a reporter cell assay. AID 1159606. inhibition, % at 10 µM. 360,000 compounds, 2% hits. TWEAK-stimulated Fn14 reporter cells, luciferase luminescence, 8 h; in the data active = inhibition above about 50%
Exocytosis inh: blocks lytic granule exocytosis; inhibition, % at 10 µM; TALL-104 LAMP-1 surface exposure, flow cytometry; cells stimulated with thapsigargin and PMA; 360,000 compounds, 0.66% hits;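 active = inhibition above about 55%, limit read from the data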
NR2F2 inh: inhibitors of human COUP-TFII (NR2F2) | AID 686940 | HEK293T NGFI-A luciferase reporter, luminescence | inhibition, % at 8.6 µM | 370,000 compounds, 0.7% hits | P24468;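 active = inhibition above a per-plate cutoff, mean inhibition of test wells between control levels plus 3 SD, cut at about 38% in these data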;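 note: cells cotransfected with COUP-TFII expression vector driving the NGFI-A reporter; 0% = median of COUP-TF2 test wells and 100% = reporter-only cells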
TLR9-MyD88 inh: inhibitors of human TLR9-MyD88 binding; Q9NR96+Q99836; CHO BLA complementation TLR9-MyD88, CCF4 FRET ratio; 340,000 compounds, 0.21% hits; inhibition, % at 4.98 µM;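 active = inhibition above the mean over all tested compounds plus 3 SD, cut at about 21% in these data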;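 note: 0% = DMSO only wells and 100% = clavulanate BLA inhibitor control wells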
ABHD5 PLIN5 PPI: ABHD5-PLIN5 protein interaction inhibition; 360,000 compounds, 0.78% hits; Split G. princeps luciferase complementation, luminescence, 4 h; inhibition, % at 4 µM; Q00G26+Q8WTS1;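 active = inhibition above the mean inhibition across every tested compound plus 3 SD, cut at about 22% in these data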;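 note: 0% = DMSO only wells and the 100% control is not disclosed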
Target sequence (Q00G26 whole entry, looked up): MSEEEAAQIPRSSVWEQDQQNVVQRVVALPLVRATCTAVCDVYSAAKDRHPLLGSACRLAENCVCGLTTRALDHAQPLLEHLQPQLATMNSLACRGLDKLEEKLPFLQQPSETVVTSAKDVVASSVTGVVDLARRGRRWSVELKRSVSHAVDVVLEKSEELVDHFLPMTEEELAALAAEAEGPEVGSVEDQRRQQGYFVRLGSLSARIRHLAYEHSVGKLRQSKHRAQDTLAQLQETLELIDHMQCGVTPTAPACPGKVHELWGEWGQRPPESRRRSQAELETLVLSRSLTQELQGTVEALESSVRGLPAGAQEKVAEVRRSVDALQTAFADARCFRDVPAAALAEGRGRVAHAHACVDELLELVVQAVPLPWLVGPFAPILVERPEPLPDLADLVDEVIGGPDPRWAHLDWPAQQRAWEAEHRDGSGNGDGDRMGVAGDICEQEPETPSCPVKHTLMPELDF
Target sequence (Q8WTS1 whole entry, looked up): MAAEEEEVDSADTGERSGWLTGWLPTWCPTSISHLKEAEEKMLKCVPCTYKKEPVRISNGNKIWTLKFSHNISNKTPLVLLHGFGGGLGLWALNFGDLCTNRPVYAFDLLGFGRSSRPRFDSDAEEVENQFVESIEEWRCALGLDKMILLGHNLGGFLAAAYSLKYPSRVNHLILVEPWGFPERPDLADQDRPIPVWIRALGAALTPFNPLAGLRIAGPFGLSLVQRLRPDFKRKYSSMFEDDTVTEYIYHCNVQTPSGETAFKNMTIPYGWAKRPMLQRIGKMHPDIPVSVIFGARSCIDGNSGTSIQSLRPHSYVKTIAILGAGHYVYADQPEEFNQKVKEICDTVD
Active calls of the source: *; x = not tested or not shown. This is a subset. The share of hits here may be higher or lower than overall.

#	canonical_smiles	NCOA2 inhibitor	SRC1 inh	NOD2-RIPK2 inh	TROY signal inh	LRH-1 inv ag	NCOA3 inh	TWEAK-Fn14 inh	Exocytosis inh	NR2F2 inh	TLR9-MyD88 inh	ABHD5 PLIN5 PPI
1	Cc1nc2ccccc2c(=O)n1/N=C/c1cccnc1	-20	-22	7	-4	-11	-7	-10	-1	-6	2	7
2	COc1ccc(NC(=O)c2cc(Br)ccc2Cl)c(OC)c1	6	-26	-3	-31	-17	10	-1	-2	-24	-5	0
3	Cc1noc(C)c1COC(=O)CCCc1c[nH]c2ccccc12	-10	-12	0	18	11	-1	-2	-1	-2	13	-5
4	O=C(CSc1nnc(Cc2cccs2)n1-c1ccccc1)NC1CCCCC1	4	-2	-9	-3	23	17	1	1	29	4	-2
5	Cc1c(C#N)c2ncnc(N)c2n1-c1ccccc1	-15	2	5	23	1	21	8	-2	-7	6	-12
6	N#Cc1nc(COc2ccc(Cl)cc2Cl)oc1N1CCN(c2ccccc2)CC1	7	-3	-6	8	-8	-12	-3	-1	8	6	-6
7	CCN(CC)c1nc(Nc2ccc(Cl)cc2)nc(OCC#N)n1	14	-2	1	-3	0	-18	8	2	6	-5	-3
8	Cc1ccc(-n2nc3c(N4CCC(C(=O)N5CCC(C(N)=O)CC5)CC4)nnc(C)c3c2C)cc1	5	-8	4	-11	-9	14	-6	9	15	-6	-5
9	CCCCn1c(SCC(=O)NNC(=O)c2ccco2)nnc1-c1ccco1	-6	1	-2	-10	0	7	5	2	-5	x	0
10	CN(C)CCN1CCN(C2CN(Cc3ccc(F)cc3)S(=O)(=O)C2)CC1 (stereo unspecified)	-20	6	9	0	10	15	25	-5	10	x	16
11	C=CCN1c2ccccc2[C@]23C[C@@H](C(=O)OC)N(C(=O)c4ccc(Br)cc4)C2=NC(C(=O)OC)=C(C(=O)OC)[C@H]13	-6	-10	-11	31	4	-19	61*	-16	-2	-3	-6
12	O=C(Nc1cccnc1)C1CCCN(S(=O)(=O)c2ccccc2)C1 (stereo unspecified)	-1	22	-2	21	-10	-4	1	10	3	-12	-4
13	CCOC(=O)c1cc(-c2ccccc2)nc2nc(N3CCCCC3)sc12	-11	-6	-12	8	13	8	-6	0	-14	11	2
14	O=Cc1ccc(OCCCOc2cccc3cccnc23)cc1	-17	1	-8	-12	19	-7	-14	6	-3	-12	-1
15	COc1ccc(CNC(=O)CSc2nnc(C)s2)cc1	-13	-25	0	-6	26	7	15	1	-2	7	-1
16	CN1CC(c2ccccc2)C(c2ccc(Cl)cc2)=N1 (stereo unspecified)	-1	-2	-4	6	1	14	-13	0	-6	-4	-13
17	COc1ccc2c(CN3CCCC3)cc(=O)oc2c1	-7	-30	2	-9	-11	-31	-24	-1	-10	x	15
18	O=C(O)CSc1ncnc2sc3c(c12)CCC3	2	-4	-3	33	8	-16	47	-1	2	7	-2
19	CCCCn1nc(NC(=O)CC)c2cc3cc(OC)ccc3nc21	-82	-31	5	11	11	-38	44	-6	-29	-3	-1
20	Nc1c(Br)c(=O)[nH]c(=O)n1-c1ccc(F)cc1	12	1	4	-8	5	7	28	12	13	-13	-6
21	COc1cccc(CNC(=O)CCC2CCCN(C(=O)C3=CC(=O)CC(C)(C)O3)C2)c1 (stereo unspecified)	-23	-44	-2	-21	-30	-22	-4	-1	16	2	6
22	CCN(CC)S(=O)(=O)c1c(OC)cc(C)c(Cl)c1C	17	4	0	-3	-6	24	2	1	9	-5	2
23	CC1(C)CC(N=Cc2c(O)n(Cc3ccc4c(c3)OCO4)c(=O)c3ccccc23)CC(C)(C)N1	-20	12	1	-14	-3	22	-25	33	5	5	13
24	CCN(CC(=O)Nc1c(F)cccc1F)C(=O)CCN1C(=O)c2cccc([N+](=O)[O-])c2C1=O	-9	-14	-6	-15	-9	12	2	6	-5	-10	10
25	O=C(OCC(=O)C12CC3CC(CC(C3)C1)C2)c1ccc(CO)cc1	10	-4	-17	-56	0	-12	-19	2	-9	4	5
26	Cc1cc(OCC(=O)NCC(c2cccs2)N2CCOCC2)ccc1C(C)C (stereo unspecified)	-22	0	7	12	-11	9	10	1	-11	-1	2
27	O=C1C[C@@H](c2ccc(O)cc2)Oc2cc(O)cc(O)c21	-34	-21	-1	-12	4	-20	12	-2	-3	-10	6
28	COCCNCCOc1ccc(C)cc1[N+](=O)[O-]	-27	-63	-5	-2	-2	19	-6	-2	-3	-8	-3
29	CCC(CC)c1nnc(NC(=O)CCCN2C(=O)c3ccccc3C2=O)s1	-9	7	-11	1	-6	8	4	2	7	-7	0
30	CC1CN(C(=O)COC(=O)[C@@H]2CC(O)CN2S(=O)(=O)c2ccc3c(c2)OCCO3)CC(C)O1 (stereo partly specified)	-9	-10	-6	1	10	6	-9	-1	2	-7	4
31	Fc1cccc(Cl)c1CSc1nnnn1-c1ccc2c(c1)OCO2	1	3	-10	12	-3	16	15	-4	-1	-11	5
32	O=C(N=C1N=C2C=CC=CN2Cc2ccccc21)c1ccc(S(=O)(=O)N2CCCC2)cc1	-55	-82	3	-28	-97	-53	13	0	-33	-7	0
33	CN(CCNC(=O)C1(O)c2ccccc2NC(=O)N1c1ccccc1)Cc1ccccc1 (stereo unspecified)	-11	6	-9	8	1	3	-2	-3	0	-10	1
34	CS(=O)(=O)N(CC(=O)N1CCc2ccccc2C1)c1ccc(Cl)cc1F	-7	11	-14	-12	8	-10	11	-10	9	-5	-4
35	O=C(C=C(O)c1ccc(Cl)cc1)C(=O)NNC(=O)C(O)(c1ccccc1)c1ccccc1	-7	-26	13	5	-14	-12	2	-3	-9	-8	-4
36	Cc1ccc(C)c(N(C(=O)CNC(=O)c2ccco2)C(C(=O)NC2CCCCC2)c2ccncc2)c1 (stereo unspecified)	15	-36	-1	13	0	2	-3	12	-22	-7	-2
37	CC(=O)c1ccc(N2CCN(C(=O)c3nn(Cc4ccccc4)c(=O)c4ccccc34)CC2)cc1	3	8	5	1	28	34	7	-1	7	12	6
38	Cc1cccc(NCCC(=O)c2ccc(Br)cc2)c1	-11	-17	-2	-31	7	-20	-15	16	-7	8	-9
39	CC1CCCC(C)N1C(=O)CSc1nnc(COc2ccccc2)n1-c1ccccc1 (stereo unspecified)	13	2	-4	-4	1	18	-6	-2	-5	-10	5
40	Cc1c(Cl)cnc(NC(=O)CSc2nnnn2C)c1Cl	-17	-8	1	-3	13	19	15	2	-13	-10	1
41	COC(=O)C1=CN(C)C=C(C(=O)OC)C1c1ccc(O)c(OC)c1	-4	-2	1	8	15	-3	8	0	14	0	2
42	Cc1noc(C)c1S(=O)(=O)Nc1ccccc1OC(F)(F)F	-16	0	6	-11	12	18	3	-3	3	6	-1
43	O=C(COC(=O)c1ccc2[nH]c3c(c2c1)CCCC3)Nc1ccccc1	-36	-21	-13	26	-51	-20	31	3	0	-5	2
44	COc1ccc(-n2nc3c(c2NC(=O)c2c(F)cccc2Cl)CS(=O)C3)cc1 (stereo unspecified)	-6	8	0	-2	19	-8	-5	6	-15	6	8
45	COc1ccc(N/C=C2/CCCCC2=O)cc1	7	3	-4	-17	0	-30	21	0	-2	-2	7
46	Cn1c(SCc2nc3ccccc3[nH]2)nnc1-c1ccccn1	-27	-1	-3	-18	4	7	-7	-3	3	-5	-3
47	COc1cc(OC)c(OC)cc1CN1CCN(S(=O)(=O)c2ccc(NC(C)=O)cc2)CC1	-12	5	-18	-1	12	-1	0	-1	-22	-1	5
48	CC(C)c1ccccc1NC(=O)COC(=O)/C=C/c1cccc([N+](=O)[O-])c1	-5	-41	-2	11	2	11	12	-7	1	-1	4
49	Cc1ccc(OCC(=O)Nn2cnc3ccccc32)cc1	0	-1	-3	-29	-9	14	1	3	1	-11	6
50	Cc1ccccc1N1C(=O)C(Oc2ccc(Cl)cc2)C1CNC(C)(C)C (stereo unspecified)	11	1	-7	-3	2	10	-10	-5	-5	-17	14

Going on with the list.
#	canonical_smiles	NCOA2 inhibitor	SRC1 inh	NOD2-RIPK2 inh	TROY signal inh	LRH-1 inv ag	NCOA3 inh	TWEAK-Fn14 inh	Exocytosis inh	NR2F2 inh	TLR9-MyD88 inh	ABHD5 PLIN5 PPI
51	COc1ccc(-c2cc(C(=O)N3CCN(c4ccccc4)CC3)no2)cc1	-37	-82	5	38	-87	-65	50*	-2	-25	1	-5
52	CSc1ccc(CN(C)C(=O)COc2ccc(C(=O)c3ccccc3)cc2)cc1	-11	-14	-2	14	-13	-16	-9	30	-1	-14	-6
53	CC(=O)Nc1ccc2c3c(cccc13)CC2	-28	-9	-6	-25	7	3	-22	-1	17	-1	0
54	CCn1c(C(C)NS(=O)(=O)c2ccc(Cl)cc2)n[nH]c1=S (stereo unspecified)	4	5	0	-28	-15	-7	2	4	-3	0	-3
55	O=c1[nH]cnc2cc(Cl)ccc12	27	-11	4	-13	-2	-8	-3	0	5	-10	1
56	CN(C)S(=O)(=O)Nc1ccc(NS(=O)(=O)N(C)C)c(S(=O)(=O)c2ccccc2)c1	-15	-14	2	-66	-11	-9	-25	1	-12	-12	-4
57	CCOc1ccc(NC(=O)CN(C)C(=O)C2CC(=O)N(CCc3ccccc3)C2)cc1OCC (stereo unspecified)	2	5	0	-8	8	6	18	2	1	-2	6
